C diff growth: inhibitors of Clostridium difficile growth. Clostridium difficile clinical isolate growth, OD600, 24 h; hits give low values. growth activity, negative = inhibition, % at 16 µg/mL (by protocol). AID 1259249. actives 0.25% (n = 86,000);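 active means mean growth activity at or below -80% and every replicate also at or below -80%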;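 further: 0% = DMSO wells and -100% = levofloxacin 16 µg/mL wells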
GASC1 inh: inhibitors of human demethylase GASC-1 KDM4C; Q9H3R0; GST-KDM4C 2-372, H3K9me3 peptide, LANCE TR-FRET; inhibition, % at 12.5 µM; actives 0.15% (n = 96,000); AID 720574;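 active means mean replicate inhibition above about 25%, with at least 55% of replicates also reaching it, limit read from the data, passing the limit was not always enough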
Target sequence (Q9H3R0 2-372 limits assumed): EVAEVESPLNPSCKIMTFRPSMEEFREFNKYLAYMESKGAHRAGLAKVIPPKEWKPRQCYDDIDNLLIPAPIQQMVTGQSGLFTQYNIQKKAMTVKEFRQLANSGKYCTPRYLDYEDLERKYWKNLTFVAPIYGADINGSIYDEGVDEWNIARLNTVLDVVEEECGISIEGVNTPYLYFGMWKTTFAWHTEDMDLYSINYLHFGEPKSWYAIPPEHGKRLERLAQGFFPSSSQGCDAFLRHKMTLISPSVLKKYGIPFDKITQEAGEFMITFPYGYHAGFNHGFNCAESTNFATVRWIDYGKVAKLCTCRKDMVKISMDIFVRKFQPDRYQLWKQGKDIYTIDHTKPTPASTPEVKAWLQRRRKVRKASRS
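Test system – GST-tagged GASC-1 (JMJD2C) catalytic fragment, aa 2-372 · Medium – HEPES buffer, pH 7.5, plus ascorbate · Reagent – H3K9me3 peptide with Fe(II)/2OG · Compound – one test concentration per compound · Timing – 30 min reaction, 60 min detection, RT · Technique – TR-FRET with Eu antibody and ULight streptavidin, EDTA stop · Read-out basis – inhibition from TR-FRET ratio decrease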
Pf Dd2 inh: blocks growth of Plasmodium falciparum Dd2 parasites. P. falciparum Dd2 growth, SYBR Green, 72 h; hits give low values. activity change, % at 10 µM. actives 2.3% (n = 94,000); in the data active means activity change below about -80%
T cruzi growth: blocks T. cruzi growth in NIH3T3 culture; T. cruzi beta-gal in NIH3T3, GalScreen luminescence, 90 h; AID 624255; inhibition, % at 8.34 µM; actives 5.9% (n = 77,000);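 active means mean inhibition above about 93%, with at least 55% of replicates each passing it, limit read from the data, passing the limit was not always enough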
* marks the source's active call; other numbers are inactive results; / = not tested or not shown; & = joins results of further samples.

SMILES	C diff growth	GASC1 inh	Pf Dd2 inh	T cruzi growth
CCCC#Cc1cnc2c(c1)C(=O)N([C@@H](C)CO)C[C@H](C)[C@H](CN(C)C(=O)Nc1cccc(F)c1)O2	1	2.9	-88*	/
O=C(N[C@H]1CC[C@H](CCNS(=O)(=O)c2ccc(Cl)cc2)O[C@H]1CO)c1ccccn1	/	-0.3	0	-21
C[C@H](CO)N1C[C@H](C)[C@@H](CN(C)Cc2cccc(F)c2)Oc2cc(-c3ccc(C#N)cc3)ccc2S1(=O)=O	18	-1.2	-27	/
COc1ccc(S(=O)(=O)N(C)C[C@@H]2Oc3ncc(C#Cc4ccc(C(F)(F)F)cc4)cc3C(=O)N([C@H](C)CO)C[C@@H]2C)cc1	-2	-5.5	-74	16
O=C(C[C@H]1CC[C@@H]2[C@H](COC[C@H](O)CN2C(=O)Nc2ccccc2)O1)NC1Cc2ccccc2C1	/	0.5	8	17
CN1CCN(C(=O)C[C@@H]2CC[C@H]3[C@@H](COC[C@H](O)CN3C(=O)Nc3cc(Cl)cc(Cl)c3)O2)CC1	/	0.2	2	14
C[C@H](CO)N1C[C@H](C)[C@H](CN(C)S(=O)(=O)c2cn(C)cn2)Oc2ncc(Br)cc2C1=O	-3	4.1	17	-10
O=S(=O)(c1ccccc1)N1[C@@H]2CNC[C@H]1C2c1ccc(-c2cccnc2)cc1 (some centres not stated)	-2&1	-0.9&2.7	9&2	/
COc1ccc(NC(=O)Nc2cccc3c2O[C@@H](CN(C)Cc2ccc(-c4ccccc4)cc2)[C@@H](C)CN([C@H](C)CO)C3=O)cc1	17	5.0	-25	78
CC(C)NC(=O)Nc1cccc2c1O[C@H](CN(C)S(=O)(=O)c1ccc(F)cc1)[C@H](C)CN([C@H](C)CO)C2=O	3	0.1	-4	19
O=C(NCCN1CCCC1)[C@H]1N[C@H]2c3ccc(-c4ccccc4)c(=O)n3C[C@H]2[C@@H]1CO	-1	-1.4	-3	-30
Cc1ccc(-c2cnc3c(c2)C(=O)N([C@@H](C)CO)C[C@@H](C)[C@H](CN(C)C(=O)CN(C)C)O3)cc1	0	5.7	-6	/
C[C@@H]1CN([C@H](C)CO)C(=O)c2cc(C#CC3(O)CCCC3)cnc2O[C@H]1CN(C)Cc1ccncc1	1	-0.5	10	-49
C[C@H]1CN([C@@H](C)CO)C(=O)c2cc(NC(=O)Nc3ccc4c(c3)OCO4)ccc2O[C@H]1CN(C)C(=O)NC1CCCCC1	-1	0.4	7	-13
COc1ccc(CN2C[C@@H](O)COC[C@@H]3O[C@H](CC(=O)N4CCc5ccccc5C4)CC[C@H]32)cc1	/	3.1	-15	32
CC(C)NC(=O)N(C)C[C@H]1OCCCC[C@@H](C)Oc2ccc(NC(=O)c3ccncc3)cc2C(=O)N([C@H](C)CO)C[C@@H]1C	-2	-0.3	10	96*
CNC[C@@H]1OCCCC[C@@H](C)Oc2ccc(NS(C)(=O)=O)cc2C(=O)N([C@H](C)CO)C[C@H]1C	-4	-0.8	6	64
C[C@@H]1CN([C@@H](C)CO)C(=O)Cc2cc(NC(=O)Nc3cccc4ccccc34)ccc2O[C@H]1CN(C)Cc1ccc(-c2ccccc2)cc1	5	-5.0	-43	107*
COCC(=O)Nc1ccc2c(c1)C(=O)N(C)C[C@@H](OC)[C@@H](C)CN(C)[C@H](C)CO2	20	0.6	15	-14
C[C@H]1CCCCO[C@H](CN(C)S(=O)(=O)c2cn(C)cn2)[C@@H](C)CN([C@@H](C)CO)C(=O)c2cc(NS(=O)(=O)c3ccc(F)cc3)ccc2O1	0	0.5	17	22
OC[C@H]1[C@@H](c2ccccc2)C2(CN(Cc3nccs3)C2)N1CCC(F)(F)F	3	0.4	-9	/
C[C@H](CO)N1C[C@H](C)[C@H](CN(C)S(=O)(=O)c2ccc(F)cc2)OCCCC[C@H](C)Oc2ccc(NS(=O)(=O)c3ccc(F)cc3)cc2C1=O	-10	0.6	-45	119*
O=C(NCc1ccc(F)cc1)[C@H]1[C@H](CO)[C@H]2Cn3c(cccc3=O)[C@H]2N1CCC(F)(F)F	-6	-0.4	/	78
Cc1ccc(S(=O)(=O)Nc2ccc3c(c2)C(=O)N([C@H](C)CO)C[C@H](C)[C@H](CN(C)Cc2ccc(C(=O)O)cc2)OCCCC[C@@H](C)O3)cc1	/	0.2	12	-42
C[C@H](O)C#Cc1ccc2c(c1)O[C@@H](CN(C)C(=O)C1CC1)[C@@H](C)CN([C@H](C)CO)S2(=O)=O	/	-1.7	-6	-1
O=C(Nc1cc(F)ccc1F)N1CCCCN2[C@H](CO)[C@@H](c3ccc(-c4ccncc4)cc3)[C@H]2C1	2	-0.4	-24	57
COc1ccc(NC(=O)N[C@H]2C=C[C@H](CC(=O)NCc3ccccn3)O[C@@H]2CO)cc1	0	-1.0	22	-15
Cc1noc(C)c1NC(=O)N[C@H]1CC[C@@H](CCNC(=O)C2CCCCC2)O[C@H]1CO	0	3.4	5	-35
C[C@@H]1CN([C@H](C)CO)C(=O)c2cccc(NC(=O)C3CCOCC3)c2O[C@@H]1CN(C)Cc1ccc2c(c1)OCO2	1	1.0	-6	12
C[C@H](CO)N1C[C@H](C)[C@H](CN(C)Cc2ccc(C(F)(F)F)cc2)OCCCC[C@H](C)Oc2ccc(NC(=O)Cc3ccccc3)cc2C1=O	36	6.2	-49	18

Fetched by structure from the entries so far (5):
SMILES	C diff growth	GASC1 inh	Pf Dd2 inh	T cruzi growth
COCC(=O)Nc1ccc2c(c1)C(=O)N(C)C[C@@H](OC)[C@@H](C)CN(C)[C@H](C)CO2	20	0.6	15	-14
O=C(NCc1ccc(F)cc1)[C@H]1[C@H](CO)[C@H]2Cn3c(cccc3=O)[C@H]2N1CCC(F)(F)F	-6	-0.4	/	78
OC[C@H]1[C@@H](c2ccccc2)C2(CN(Cc3nccs3)C2)N1CCC(F)(F)F	3	0.4	-9	/
CCCC#Cc1cnc2c(c1)C(=O)N([C@@H](C)CO)C[C@H](C)[C@H](CN(C)C(=O)Nc1cccc(F)c1)O2	1	2.9	-88*	/
CC(C)NC(=O)N(C)C[C@H]1OCCCC[C@@H](C)Oc2ccc(NC(=O)c3ccncc3)cc2C(=O)N([C@H](C)CO)C[C@@H]1C	-2	-0.3	10	96*

(continued)
SMILES	C diff growth	GASC1 inh	Pf Dd2 inh	T cruzi growth
CO[C@H]1CN(C)C(=O)c2cc(NS(=O)(=O)CC(F)(F)F)ccc2OC[C@@H](C)N(C(=O)c2ccc3c(c2)OCO3)C[C@H]1C	/	-1.5	-7	/
CO[C@@H](CN(C)C(=O)c1cnccn1)[C@@H](C)CN([C@H](C)CO)S(=O)(=O)c1ccc(C)cc1	/	-0.9	6	38
COc1ccc(NC(=O)Nc2ccc3c(c2)CC(=O)N([C@@H](C)CO)C[C@@H](C)[C@H](CN(C)S(=O)(=O)c2ccc(OC)cc2)O3)cc1	-6	-0.8	-49	16
CS(=O)(=O)N1[C@@H]2c3ccc(-c4ccccc4)c(=O)n3C[C@@H]2[C@@H](CO)[C@@H]1C(=O)NC1CCC1	-2	0.4	2	41
C[C@H]1CN([C@@H](C)CO)C(=O)c2ccccc2-c2ccccc2CO[C@H]1CN(C)S(=O)(=O)c1ccc([N+](=O)[O-])cc1	-11	1.0	-33	/
C[C@@H]1CN([C@H](C)CO)C(=O)CCCn2nncc2CO[C@H]1CN(C)S(=O)(=O)c1cn(C)cn1	/	/	0	-9
Cc1ccc(S(=O)(=O)Nc2ccc3c(c2)CC(=O)N([C@@H](C)CO)C[C@@H](C)[C@@H](CN(C)Cc2ccc(C(=O)O)cc2)O3)cc1	/	2.9	36	-1
CCCC(O)C#Cc1cnc2c(c1)C(=O)N([C@H](C)CO)C[C@H](C)[C@H](CN(C)C(=O)Nc1ccc(OC)cc1)O2 (some centres not stated)	3	-1.3	29	40
C[C@@H]1CN([C@@H](C)CO)C(=O)c2cc(NS(=O)(=O)c3ccc(F)cc3)ccc2O[C@@H]1CN(C)C(=O)Nc1ccc(C(F)(F)F)cc1	5	0.0	-20	17
COc1ccc(NC(=O)N(C)C[C@@H]2Oc3ncc(C#C[C@@H](C)O)cc3C(=O)N([C@@H](C)CO)C[C@@H]2C)cc1	4	-0.3	29	69
C[C@@H]1CCCCO[C@@H](CN(C)C(=O)CCCN(C)C)[C@H](C)CN([C@H](C)CO)C(=O)c2cc(NC(=O)Nc3ccc(F)cc3)ccc2O1	-4	12	3	37
C[C@@H]1CN([C@H](C)CO)C(=O)c2cc(NC(=O)CCCN(C)C)ccc2O[C@H]1CN(C)C(=O)Nc1ccccc1	3	2.1	37	6
CO[C@@H]1CN(C)C(=O)c2cc(NC(=O)c3cccc(F)c3)ccc2OC[C@@H](C)N(C(C)=O)C[C@H]1C	/	1.7	/	32
O=C(C[C@H]1C=C[C@H](NC(=O)c2ccc3c(c2)OCO3)[C@H](CO)O1)NCc1ccc(Oc2ccccc2)cc1	-2	-1.2	25	/
CC(C)NC(=O)N(C)C[C@@H]1Oc2ncc(C#CCC3CCCC3)cc2C(=O)N([C@H](C)CO)C[C@H]1C	-5	-2.1	/	-9
COc1cccc(-c2ccc3c(c2)[C@H]2[C@H](CCN2C(=O)C2CCCCC2)[C@@H](CO)N3)c1	-5	0.8	-88*	/
COc1ccc(S(=O)(=O)Nc2ccc3c(c2)C(=O)N([C@@H](C)CO)C[C@@H](C)[C@@H](CN(C)C(=O)Nc2ccc(F)cc2)OCCCC[C@@H](C)O3)cc1	5	0.8	-52	101
C[C@@H](NC(=O)C[C@H]1C=C[C@H](NS(=O)(=O)c2cccc(F)c2)[C@H](CO)O1)c1ccccc1	/	-0.4	-7	-24
O=C(C[C@H]1C[C@H]2c3cc(NC(=O)NC4CCCC4)ccc3O[C@H]2[C@@H](CO)O1)NCc1ccc(Cl)cc1	-5	-1.4	-14	105*
CCCC#Cc1ccc2c(c1)O[C@H](CN(C)CCC)[C@@H](C)CN([C@H](C)CO)S2(=O)=O	4	4.5	-27	58
COC(=O)C[C@@H]1CC[C@@H]2[C@H](COc3ccc(NC(=O)c4ccccc4)cc3C(=O)N2C)O1	1	2.4	-4	7
O=C(NCC[C@H]1CC[C@H](NC(=O)c2ccc3c(c2)OCO3)[C@H](CO)O1)Nc1cc(F)ccc1F	/	-2.5	-21	54
CCCc1cn(CC[C@@H]2CC[C@H](NC(=O)C3CCCC3)[C@@H](CO)O2)nn1	0	0.4	17	/
C[C@@H]1CN([C@H](C)CO)C(=O)c2cc(C#CCc3ccccc3)cnc2O[C@@H]1CN(C)Cc1ccccc1	4	1.8	-63	/
C[C@@H]1CN([C@H](C)CO)C(=O)Cc2cc(NC(=O)CCC(F)(F)F)ccc2O[C@@H]1CN(C)S(=O)(=O)c1ccc(F)cc1	-6	-1.5	2	-7
CCCC(=O)Nc1ccc2c(c1)C(=O)N(C)C[C@H](OC)[C@@H](C)CN(S(=O)(=O)c1cn(C)cn1)[C@@H](C)CO2	/	-2.7	16	16
C[C@@H]1CCCCO[C@H](CN(C)C(=O)Cc2ccccc2)[C@@H](C)CN([C@@H](C)CO)C(=O)c2cc(NS(=O)(=O)c3cccs3)ccc2O1	1	-1.0	-62	50
CC(C)C#Cc1cnc2c(c1)C(=O)N([C@@H](C)CO)C[C@H](C)[C@@H](CN(C)C(=O)c1ccccc1)O2	-1	-0.9	-15	18
CO[C@H]1CC[C@@H]2CCN(C)C(=O)[C@@H](C)N(C)C(=O)c3cccc(C#N)c3OC[C@H]1O2	-2	-0.1	/	2
C[C@@H]1CCCCO[C@@H](CN(C)S(=O)(=O)c2cn(C)cn2)[C@H](C)CN([C@@H](C)CO)C(=O)c2cc(NC(=O)NC3CCCCC3)ccc2O1	-8	-0.3	7	31

A different layout for some results above.
Values run as follows: C diff growth	GASC1 inh	Pf Dd2 inh	T cruzi growth
CCCC#Cc1ccc2c(c1)O[C@H](CN(C)CCC)[C@@H](C)CN([C@H](C)CO)S2(=O)=O
    4	4.5	-27	58
COC(=O)C[C@@H]1CC[C@@H]2[C@H](COc3ccc(NC(=O)c4ccccc4)cc3C(=O)N2C)O1
    1	2.4	-4	7
O=C(NCC[C@H]1CC[C@H](NC(=O)c2ccc3c(c2)OCO3)[C@H](CO)O1)Nc1cc(F)ccc1F
    /	-2.5	-21	54

Next part.
SMILES	C diff growth	GASC1 inh	Pf Dd2 inh	T cruzi growth
C[C@@H]1CN([C@@H](C)CO)C(=O)CCCn2nncc2CO[C@@H]1CN(C)C(=O)Nc1cccc(Oc2ccccn2)c1	1&-2	0.1	-28&-11	15&-6
CCCC#Cc1ccc([C@H]2[C@H]3CN(Cc4cccnc4)CCCCN3[C@H]2CO)cc1	1	0.9	-34	75
C[C@H]1CN([C@@H](C)CO)C(=O)Cc2cc(NC(=O)CCCCCC(=O)Nc3ccccc3N)ccc2O[C@@H]1CN(C)Cc1ccncc1	-6	2.0	-15	64
Cc1ccc(S(=O)(=O)N(C)C[C@H]2Oc3ccc(NS(=O)(=O)c4c(C)noc4C)cc3C(=O)N([C@@H](C)CO)C[C@H]2C)cc1	-7	-1.1	0	6
CCCNC(=O)N1C[C@@H](O)COC[C@@H]2O[C@H](CC(=O)NCCCN3CCOCC3)CC[C@H]21	2&-2	2.2	2	-39
C[C@@H]1CN([C@@H](C)CO)C(=O)c2cc(C3=CCCCC3)cnc2O[C@H]1CN(C)C(=O)C1CCOCC1	-7	-1.7	20	70

Bioassay records deposited in PubChem by Broad Institute.
